MCL1 BIM primary: inhibitors of human MCL1 binding to BIM-BH3 peptide. hit rate 0.68% among 320,000. inhibition, % at 10.9 µM. GST-MCL1 / FITC-Bim-BH3 fluorescence polarization. Q07820. AID 2057;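 active = inhibition above the mean inhibition of all tested compounds plus 3 SD, set per campaign, cut at about 40% in these data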;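 also: 0% = DMSO wells and 100% = unlabeled Bim-BH3 peptide control; higher means more loss of mP so more displacement of Bim peptide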
Target sequence (Q07820 whole entry, looked up): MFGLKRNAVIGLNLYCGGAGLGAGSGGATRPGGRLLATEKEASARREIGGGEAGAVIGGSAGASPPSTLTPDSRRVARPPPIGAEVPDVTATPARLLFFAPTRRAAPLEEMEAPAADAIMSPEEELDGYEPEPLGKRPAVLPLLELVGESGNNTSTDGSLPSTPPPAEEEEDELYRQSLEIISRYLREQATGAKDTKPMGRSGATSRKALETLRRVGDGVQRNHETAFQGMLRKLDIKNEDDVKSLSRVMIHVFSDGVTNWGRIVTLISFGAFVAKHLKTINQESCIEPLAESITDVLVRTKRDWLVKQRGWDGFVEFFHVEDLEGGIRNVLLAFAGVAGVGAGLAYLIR
AHR activator: activators of human aryl hydrocarbon receptor. hit rate 2.5% among 320,000. P35869. AHR-responsive luciferase reporter cells, luminescence. AID 2796. activation, % at 5 µM; in the data active = activation above about 47%;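 also: 0% = vehicle wells and 100% = reference agonist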
pPAFAH FP inh: pPAFAH (human) enzyme inhibition | Q13093 | recombinant pPAFAH, FP-rhodamine probe fluorescence polarization | inhibition, % at 3.39 µM | hit rate 1.5% among 330,000 | AID 463082;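 active = inhibition above the mean inhibition across the screen plus 3 SD, cut at about 25% in these data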;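 also: inhibitors block binding of the rhodamine activity-based probe so polarization drops; 0% = enzyme with DMSO and 100% = wells lacking pPAFAH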
Fam108B inh: blocks mouse Fam108B hydrolase in RBBP9 counter-screen. recombinant Fam108B, FP-Rh probe fluorescence polarization. inhibition, % at 9.51 µM. hit rate 0.33% among 300,000;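 active = inhibition above the screen mean inhibition plus 3 SD, computed separately per campaign, cut at about 18% in these data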;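 also: inhibitors lower polarization as less probe binds the enzyme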
Bcl-xL primary: Bcl-xL (human) inhibition | Q07817 | GST-Bcl-xL / FITC-Bim BH3 peptide fluorescence polarization | inhibition, % at 10.9 µM | hit rate 0.7% among 320,000 | AID 2129;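 active = inhibition above the mean of all tested compounds plus 3 SD, cutoff set per campaign, cut at about 30% in these data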;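 also: 0% = DMSO wells and 100% = unlabeled Bim-BH3 peptide competitor; inhibitors lower millipolarization by displacing the labeled peptide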
PAFAH1B2 FP inh: blocks human PAF acetylhydrolase 1b catalytic subunit 2; P68402; recombinant PAFAH1B2, FP-rhodamine activity probe, fluorescence polarization; inhibition, % at 3.39 µM; hit rate 1.2% among 340,000; AID 492953;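 active = inhibition above the mean of all tested compounds plus 3 SD, cut at about 24% in these data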;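 also: 0% = enzyme with DMSO and 100% = wells lacking PAFAH1B2; many of its hits are not listed in these tables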
Target sequence (P68402 whole entry, looked up): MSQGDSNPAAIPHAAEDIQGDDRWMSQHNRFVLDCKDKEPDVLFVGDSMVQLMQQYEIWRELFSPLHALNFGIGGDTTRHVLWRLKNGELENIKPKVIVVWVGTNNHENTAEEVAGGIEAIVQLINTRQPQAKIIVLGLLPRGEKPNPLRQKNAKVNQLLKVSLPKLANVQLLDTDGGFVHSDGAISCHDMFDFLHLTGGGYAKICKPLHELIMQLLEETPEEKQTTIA
MEX-5 binding: C. elegans MEX-5 TCR-2 RNA binding activity. MEX-5/FITC-TCR2 RNA binding, fluorescence polarization; hits give low values. hit rate 0.38% among 300,000. AID 1832. activity score (negative = inhibition of binding), % at 10 µM;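 active = inhibition past about -25% in most replicates, and total fluorescence under double the plate's negative control median, limit read from the data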;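 also: 0% = DMSO and -100% = 5 µM competing unlabeled TCR2 RNA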
Target sequence (Q9XUB2 whole entry, looked up): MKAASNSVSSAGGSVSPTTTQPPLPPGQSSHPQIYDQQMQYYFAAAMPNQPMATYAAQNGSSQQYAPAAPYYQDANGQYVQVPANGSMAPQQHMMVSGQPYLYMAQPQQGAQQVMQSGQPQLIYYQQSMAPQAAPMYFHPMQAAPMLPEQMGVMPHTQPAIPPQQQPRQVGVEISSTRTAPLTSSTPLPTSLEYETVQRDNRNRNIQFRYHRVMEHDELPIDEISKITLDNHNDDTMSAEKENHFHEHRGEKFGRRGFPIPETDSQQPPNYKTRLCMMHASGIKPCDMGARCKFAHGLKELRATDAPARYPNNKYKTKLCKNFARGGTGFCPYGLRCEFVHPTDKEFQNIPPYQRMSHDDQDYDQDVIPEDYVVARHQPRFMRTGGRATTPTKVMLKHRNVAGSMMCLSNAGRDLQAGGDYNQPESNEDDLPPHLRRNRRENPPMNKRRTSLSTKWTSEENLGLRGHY
GLD-1 RNA inh: GLD-1-TGE RNA interaction inhibition (C. elegans); purified GLD-1 + fluorescein TGE RNA, fluorescence polarization; inhibition, % at 5.96 µM; hit rate 0.44% among 320,000;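 active = percent inhibition above a per-plate cutoff, the plate mean of test compounds plus 3 SD, cut at about 30% in these data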;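 also: 0% = DMSO wells with GLD-1 and probe and 100% = wells lacking GLD-1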
PME-1 primary: blocks human protein phosphatase methylesterase 1; Q9Y570; recombinant PME-1, FP-Rh probe fluorescence polarization; inhibition, % at 5.9 µM; hit rate 0.53% among 320,000; AID 2130;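 active = inhibition above the campaign mean of all compounds plus 3 SD, cut at about 26% in these data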;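 also: competitive labeling of PME-1 active site by serine hydrolase directed probe; 0% = PME-1 with DMSO and 100% = wells lacking PME-1 enzyme; inhibitors block probe labeling so polarization falls and inhibition rises; many of its hits are not listed in these tables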
Numbers without * were called inactive; . = not tested or not shown. The list is partial (hit frequency here may not be typical).

SMILES	MCL1 BIM primary	AHR activator	pPAFAH FP inh	Fam108B inh	Bcl-xL primary	PAFAH1B2 FP inh	MEX-5 binding	GLD-1 RNA inh	PME-1 primary
Cc1nn(C)c(C)c1NC(=O)CCCSc1nc(-c2ccco2)cc(C(F)(F)F)n1	4	-5	15	-4	7	4	2.7	2	-8
COc1ccccc1CNC(=O)CN(Cc1ccc(Cl)cc1)S(C)(=O)=O	-4	7	-4	-1	6	5	-1.4	-13	-4
CC(=O)Nc1ccc(S(=O)(=O)N2CCN(c3cc4c(cc3[N+](=O)[O-])n(C)c(=O)n4C)CC2)cc1	6	-11	0	-1	8	2	-0.5	1	5
COc1cc(OC)cc(C(=O)NCc2ccc(-n3cccc3)cc2)c1	1	0	-2	1	3	1	0.8	3	1
Cc1ccc(S(=O)(=O)N2CCSC2c2ccco2)cc1 (stereo unspecified)	9	3	11	8	7	2	0.0	5	5
Cc1ccc(C2C(C(=O)c3cccs3)=C(O)C(=O)N2c2cccc(C)n2)cc1 (stereo unspecified)	0	-2	-4	0	2	5	-0.3	5	4
CCn1c(SCC(=O)c2c[nH]c3ccccc23)nc2cc(S(=O)(=O)N3CCOCC3)ccc21	-2	38	2	-11	0	3	-6.1	2	4
c1ccc(-n2ncc3c(NCCN4CCOCC4)ncnc32)cc1	1	2	4	2	2	1	-2.0	-3	-1
COc1ccc(NC(=O)CCc2nnc3ccc(N4CCC(C)CC4)nn23)cc1OC	0	0	2	-1	2	1	.	2	2
COc1ccccc1C1C=C(c2ccc(C)cc2)Nc2nnnn21 (stereo unspecified)	3	54*	17	0	7	-3	-2.4	5	0
CN(C)S(=O)(=O)c1ccc(C(=O)Nc2ccccc2SCCC#N)cc1	7	4	3	2	10	-5	1.6	1	-1
COC(=O)c1ccc(C(=O)OC)c(NC(=O)N2c3ccccc3Sc3ccccc32)c1	6	1	2	-6	13	-2	-3.7	7	-5
Oc1ccccc1C(=S)N1CCN(C(=S)c2ccccc2O)CC1	19	11	-4	-3	8	4	-1.0	-5	-3
O=C(c1c[nH]c2ccccc2c1=O)N1CCCCCC1	3	3	0	2	4	3	-2.2	3	-7
COc1cc(C2c3cc4c(cc3C(OC3OC5COC(c6cccs6)OC5C(O)C3O)C3COC(=O)C23)OCO4)cc(OC)c1O (stereo unspecified)	5	0	4	7	4	7	-0.1	0	-4
CCOc1nc(-c2ccccc2)c2cc(C)ccc2n1	4	2	2	1	10	6	1.7	-2	3
O=C(Cn1cnc2ccccc2c1=O)Nc1ccc2c(c1)OCO2	-4	93*	0	-3	-2	3	-0.2	0	2
COCCCNC(=O)Nc1ccc2c(c1)N(C)C(=O)CS2	1	38	6	-3	-2	0	-8.7	9	4
FC(F)(F)c1cc(-c2cccs2)nc2cc(-c3ccccc3)nn12	9	34	-1	2	7	2	.	7	4
Cc1ccc(C(=O)N/C(=C\c2cccs2)C(=O)NCc2cccnc2)cc1	4	0	7	-1	4	0	-0.5	1	-1
Cc1nnc(NC(=O)CSc2nnc(CC(=O)Nc3ccccc3Cl)n2C)s1	1	3	-2	0	2	-3	-5.0	3	-2
CC(C)NC(=O)c1ccc(Cl)cc1Cl	-2	1	3	0	1	7	0.0	-3	-3
CCOc1ccc(-c2ccc(NS(=O)(=O)c3cc([N+](=O)[O-])c(C)c([N+](=O)[O-])c3)cc2)nn1	11	2	13	0	18	14	-0.8	9	15
Cc1ccc2nc(-c3ccncc3)cc(C(=O)Nc3ccc4c(c3)OCCO4)c2c1	-6	6	7	-4	-1	2	-3.1	-4	3
CCN(C(=O)c1ccnc(C(C)(C)C)c1)c1ccccc1	10	-1	-6	6	3	4	-2.5	-3	-3

Compound profiles, as listed above. Screens in order: MCL1 BIM primary, AHR activator, pPAFAH FP inh, Fam108B inh, Bcl-xL primary, PAFAH1B2 FP inh, MEX-5 binding, GLD-1 RNA inh, PME-1 primary
`O=C(c1c[nH]c2ccccc2c1=O)N1CCCCCC1` is listed with 3, 3, 0, 2, 4, 3, -2.2, 3, -7
`CCN(C(=O)c1ccnc(C(C)(C)C)c1)c1ccccc1` is listed with 10, -1, -6, 6, 3, 4, -2.5, -3, -3

Following part
SMILES	MCL1 BIM primary	AHR activator	pPAFAH FP inh	Fam108B inh	Bcl-xL primary	PAFAH1B2 FP inh	MEX-5 binding	GLD-1 RNA inh	PME-1 primary
CC1CC(C)CN(C(=O)CSc2nnc(-c3ccc(Cl)cc3)o2)C1 (stereo unspecified)	2	0	-8	1	2	2	-3.4	-1	1
Cc1ccccc1OCCC(=O)OCC(=O)c1c(N)n(CC(C)C)c(=O)n(C)c1=O	0	1	3	3	-4	-2	0.9	2	-2
Cc1ccc(NC(=O)C/C(N)=N/OC(=O)Nc2cccc(C)c2)cc1	-5	11	-5	.	2	-1	.	2	-4
CCn1c(C)nc2cc(C(=O)NN=C(C)c3ccc(C#N)cc3)ccc21	.	-5	3	.	.	4	.	1	.
COc1ccc(C(=O)C[n+]2cccc(Br)c2)cc1	7	6	2	0	3	9	.	8	-2
COc1ccccc1Nc1ncnc2c1oc1ccccc12	-1	86*	5	-3	0	-1	-1.2	0	2
O=C(Nc1ccc(N2CCN(C(=O)c3ccco3)CC2)cc1)c1cccc(F)c1	-2	-1	11	-2	5	3	2.2	2	-1
CCOC(=O)C(C)n1nc(C)c2sc3ccccc3c2c1=O (stereo unspecified)	2	3	-4	1	0	2	-3.5	-14	3
NC(=O)c1ccccc1NC(=O)C1CCCO1 (stereo unspecified)	4	-3	9	0	5	5	-0.5	-4	1
CCc1ccc[n+](-c2[nH]c(=O)sc2/C=N/NC([S-])=Nc2ccccc2)c1	144*	18	8	7	122*	6	-55*	108*	7
CCCNC(=O)c1ccccc1NC(=O)Nc1ccccc1C	7	8	3	-4	5	1	0.0	4	-1
CCOc1ccc(OCCn2nnc3ccccc3c2=O)cc1	-3	1	0	-1	0	0	-0.2	3	-5
CC1(C)CC(N2CCN(CCO)CC2)=CC(=S)N1	7	1	6	-2	5	-4	-1.2	-3	-2
COc1ccccc1CCNC(=O)c1nc(-c2cccs2)no1	2	43	2	-6	2	-1	1.4	5	1
COc1ccc([N+](=O)[O-])cc1N(CC(=O)Nc1ccccc1C(=O)NC(C)C)S(C)(=O)=O	4	0	2	0	4	2	1.2	2	2
Cc1ccc(S(=O)(=O)/N=C/c2c(O)ccc3ccccc23)cc1	13	9	3	-3	6	-2	1.4	4	2
CCc1nc(SCC(=O)Nc2ccc(N(C)C)cc2)n[nH]1	3	3	0	3	0	2	0.1	-1	4
CCOC(=O)C1(CC2CC2)CCN(Cc2cn[nH]c2-c2ccccc2)CC1	4	-1	-1	2	6	-2	-1.1	7	4
CC1=C[C@H]2Cc3cc(C)cc(C)c3S(=O)(=O)[C@@H]2C=C1	7	0	1	-4	3	1	-0.6	19	-2
C=CCc1cc(/C=C/c2nc(O)c([N+](=O)[O-])c(=O)[nH]2)cc(OC)c1O	17	-1	14	4	9	7	-14	-1	-4
CCCCCCCCn1c2c(c(=N)c3c1CCC3)CCCC2	-5	-4	-1	-5	7	4	-1.1	3	1
CCn1c(CN2CCN(c3ccc(Cl)cc3)CC2)nc2ccccc21	2	13	2	3	4	3	-0.6	3	8
COc1ccc2[nH]c(=O)c(CN(C(=O)c3ccco3)C3CCCCC3)cc2c1	7	10	6	-4	8	7	-0.9	-2	-2
O=C(O)CNC(=S)NCc1ccccc1	7	5	0	-2	1	-1	1.8	-1	-1
C(=N\Nc1nccc(-c2cccnc2)n1)/c1ccccc1	2	-4	1	0	1	.	-0.4	3	-4

(more compounds)
SMILES	MCL1 BIM primary	AHR activator	pPAFAH FP inh	Fam108B inh	Bcl-xL primary	PAFAH1B2 FP inh	MEX-5 binding	GLD-1 RNA inh	PME-1 primary
COc1ccc(CCN(Cc2ccccn2)C(=S)Nc2ccc(C)cc2)cc1OC	4	3	5	0	8	1	-0.9	3	2
CC1=C(C(=O)Nc2ccc(C)cc2)C(c2cccs2)NC(=S)N1 (stereo unspecified)	8	3	1	-1	4	1	3.0	2	2
O=C(CSc1nnc2ccccn12)Nc1cccc(-c2nc3ccccc3s2)c1	5	6	-2	-24	1	-9	-3.3	-1	-3
COC(=O)CCNC(=O)c1nn(Cc2ccccc2)c(=O)c2ccccc12	-8	1	2	-2	-3	5	0.6	3	4
O=Cc1cnc(N2CCOCC2)nc1	-1	5	-1	1	-3	1	-1.0	-1	0
CCC(CC)c1nnc(NC(=O)CCCN2C(=O)c3ccccc3C2=O)s1	-8	0	3	0	0	8	-0.1	6	-1
O=C(COC(=O)COc1ccc2c(c1)CCC2)Nc1ccccc1	-1	5	14	.	0	3	.	2	-1
CCCc1ccc(OCc2ccc(C(=O)OC)o2)c(OC)c1	-3	12	9	0	0	11	2.0	-4	0
CCOc1ccccc1N1CCN(C(=O)c2ccc(NS(=O)(=O)c3ccc4[nH]c(=O)[nH]c4c3)cc2)CC1	5	4	5	1	3	7	1.7	6	-7
CCn1cc([N+](=O)[O-])c(C(=O)N2N=C(c3cccc4ccccc34)CC2c2ccccc2O)n1 (stereo unspecified)	6	7	-20	-33	4	-7	-0.2	10	-55
O=C1Nc2ccccc2C1(O)Cc1ccccn1 (stereo unspecified)	8	1	1	-2	3	0	-0.7	-1	5
COc1ccc(CC(=O)NC(C)c2nnc(SCC(=O)c3ccc(Br)cc3)n2C)cc1 (stereo unspecified)	3	5	1	-1	0	9	2.2	5	-4
NC(=O)C1CCN(CCC(=O)Nc2ccc3c(c2)CCC3)CC1	8	1	-1	0	3	1	1.9	0	-1
CCOc1ccc(NC(=O)NCc2ccccn2)cc1	3	16	-6	1	1	6	-0.4	-3	-1
Cc1csc(NC(=O)c2cnccn2)n1	12	1	2	1	-4	6	-2.0	5	-7
O=C(O)c1ccc(COc2ccccc2/C=C2\NC(=O)N(Cc3ccccc3F)C2=O)cc1	3	-1	6	-5	5	4	-0.3	-5	-1
O=C(COC(=O)CNC(=O)C12CC3CC(CC(C3)C1)C2)NC1CCS(=O)(=O)C1 (stereo unspecified)	-19	-3	-3	3	4	10	1.2	9	2
Cc1ccc(NC(=S)N2CCN(C3CCCCC3)CC2)cc1	1	-1	-3	-2	-4	2	2.0	7	4
CCCn1c(=O)c2sccc2n2c(CCCC(=O)NCc3cccnc3)nnc12	7	3	2	1	5	0	1.0	9	-2
CSCC[C@H](NC(=O)Nc1ccc(Oc2ccccc2)cc1)C(=O)O	-2	1	1	-1	5	6	-0.2	5	-1
COc1cccc(C2/C(=C(/O)c3cnn(-c4ccccc4)c3C)C(=O)C(=O)N2CCN(C)C)c1OC (stereo unspecified)	2	2	4	-2	3	3	1.6	2	3
Cc1ccccc1CN(CC(=O)Nc1cccc([N+](=O)[O-])c1)S(=O)(=O)c1ccc(Cl)cc1	4	4	-20	-35	-1	1	1.9	7	-54
CCC(=O)CCC(=O)c1ccc2ccccc2c1	3	-4	-1	1	1	1	-1.8	9	7
CNC(=O)CSc1nc2sccc2c(=O)n1-c1ccccc1	-2	5	6	-1	4	-2	0.0	-11	0
O=C(OCc1ccc([N+](=O)[O-])cc1)C1CC(=O)N(CCc2ccccc2)C1 (stereo unspecified)	-12	-2	4	-3	-10	4	-3.9	1	1
CC(Oc1cccc(Cl)c1)C(=O)Nc1ccc(S(=O)(=O)N(C)C2CCN(C)CC2)cc1 (stereo unspecified)	2	1	1	.	0	3	.	5	1
COc1ccccc1NC(=O)COC(=O)c1c[nH]c2ccccc12	1	26	0	.	0	-1	.	-1	-13
N#Cc1c(SCC(=O)O)nc(-c2ccccc2)c2c1CCCC2	-3	-2	-2	0	2	-1	-1.8	7	14
CSc1ccccc1C(=O)NCCOc1ccccc1C	-10	7	0	-3	-6	4	-0.9	-3	2

Bioassay records: PubChem, several laboratories
